Compound activity deposited in PubChem BioAssay by National Center for Advancing Translational Sciences (NCATS).
CRE-bla Fsk = modulators of forskolin-stimulated CRE signaling in CHO cells; CHO CRE-bla reporter (cAMP response element driving beta-lactamase), forskolin EC10, beta-lactamase ratio; Potency, µM (doses to about 38.2 µM), for the others: top-dose activity change, negative = inhibition, usual class: activators; actives 2.5% (n = 71,000); AID 662; active means well fitted activation curve with a large enough effect in the signal ratio, with a control signal flat, not every such curve was filed as active; inconclusive means small, poorly fitted or top-dose-only effect, or effect the other way, or a change in a side signal; the % refers to the signal ratio; further: potency means the concentration at half of the fitted maximal effect; % of control where 0% means no effect
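CRE-bla CHO reporter cells treated with compound titration plus EC10 NKH 477 (water-soluble forskolin), incubated 3 h at 37 °C; CCF4 loading 2 h at room temperature, 460/530 nm emission ratio read, AC50 values derived for positive or negative modulators.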
BRCT inh green = inhibitors of human BRCA1 BRCT-phosphoprotein interaction (green fluorophore) | actives 0.05% (n = 75,000) | AID 875 | P38398 | Potency, µM (series often up to 76.9 µM), for inactives: at the highest dose activity change, negative = inhibition, usual class: inhibitors | BRCA1 BRCT-phosphopeptide binding, green fluorescence polarization;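 further: potency means the concentration at half of the fitted maximal effect; plate controls were peptide without protein for full effect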
Target sequence (P38398 whole entry, looked up): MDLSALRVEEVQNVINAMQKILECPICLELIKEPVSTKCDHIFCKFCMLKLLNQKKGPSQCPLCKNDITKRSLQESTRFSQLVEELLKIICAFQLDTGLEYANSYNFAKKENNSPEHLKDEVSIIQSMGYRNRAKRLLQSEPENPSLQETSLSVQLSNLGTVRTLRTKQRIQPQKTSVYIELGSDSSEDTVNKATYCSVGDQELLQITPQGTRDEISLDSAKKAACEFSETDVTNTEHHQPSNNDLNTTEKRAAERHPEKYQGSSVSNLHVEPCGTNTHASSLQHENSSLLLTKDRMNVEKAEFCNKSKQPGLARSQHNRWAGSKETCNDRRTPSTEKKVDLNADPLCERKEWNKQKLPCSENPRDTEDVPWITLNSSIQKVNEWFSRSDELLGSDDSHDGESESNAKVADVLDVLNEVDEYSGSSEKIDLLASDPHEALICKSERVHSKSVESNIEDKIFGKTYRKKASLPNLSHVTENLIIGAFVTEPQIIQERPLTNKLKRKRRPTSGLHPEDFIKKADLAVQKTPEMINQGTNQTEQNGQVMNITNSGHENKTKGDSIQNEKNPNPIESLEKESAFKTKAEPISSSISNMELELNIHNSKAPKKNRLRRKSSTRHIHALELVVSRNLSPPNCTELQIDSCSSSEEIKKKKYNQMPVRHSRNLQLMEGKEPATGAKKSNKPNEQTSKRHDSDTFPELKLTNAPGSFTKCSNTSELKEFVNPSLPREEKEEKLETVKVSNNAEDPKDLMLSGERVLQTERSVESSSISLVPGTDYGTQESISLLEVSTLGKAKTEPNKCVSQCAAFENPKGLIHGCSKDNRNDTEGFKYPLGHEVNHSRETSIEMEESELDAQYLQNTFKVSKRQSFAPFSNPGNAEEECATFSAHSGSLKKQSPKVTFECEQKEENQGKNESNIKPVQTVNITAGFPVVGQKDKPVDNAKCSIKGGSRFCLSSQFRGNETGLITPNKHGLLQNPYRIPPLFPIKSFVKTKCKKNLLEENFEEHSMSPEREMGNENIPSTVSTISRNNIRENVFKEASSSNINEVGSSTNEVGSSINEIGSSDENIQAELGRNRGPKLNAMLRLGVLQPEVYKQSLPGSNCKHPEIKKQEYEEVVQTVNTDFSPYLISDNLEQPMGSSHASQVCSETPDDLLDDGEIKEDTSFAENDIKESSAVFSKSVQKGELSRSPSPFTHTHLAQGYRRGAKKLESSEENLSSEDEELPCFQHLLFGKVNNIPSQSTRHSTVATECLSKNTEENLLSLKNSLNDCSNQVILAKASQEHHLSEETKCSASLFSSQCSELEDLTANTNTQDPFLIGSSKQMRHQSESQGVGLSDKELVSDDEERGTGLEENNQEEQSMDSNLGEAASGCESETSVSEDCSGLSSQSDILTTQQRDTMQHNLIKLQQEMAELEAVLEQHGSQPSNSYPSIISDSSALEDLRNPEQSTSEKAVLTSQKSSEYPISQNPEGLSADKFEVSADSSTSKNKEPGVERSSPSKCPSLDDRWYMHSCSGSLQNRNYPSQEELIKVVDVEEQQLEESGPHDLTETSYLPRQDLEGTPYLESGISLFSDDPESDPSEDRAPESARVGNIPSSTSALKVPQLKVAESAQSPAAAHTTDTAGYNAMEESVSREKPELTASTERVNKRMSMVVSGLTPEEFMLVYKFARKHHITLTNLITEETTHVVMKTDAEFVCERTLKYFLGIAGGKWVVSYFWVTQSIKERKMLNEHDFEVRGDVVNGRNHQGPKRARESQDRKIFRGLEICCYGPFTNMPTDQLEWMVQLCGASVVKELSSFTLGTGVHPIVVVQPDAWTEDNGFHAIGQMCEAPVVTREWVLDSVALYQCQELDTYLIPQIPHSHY
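Fluorescence polarization: His-tagged BRCT (~35 kDa BRCA1 C-terminus, 250 nM) bound to 100 nM fluorescein-labeled phosphorylated 10-aa BACH1 peptide, pH 7.3 phosphate buffer with DTT and Tween 20. Compounds incubated 12 min at room temperature; inhibition read as lowered polarization.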
Ub-GFP proteasome = ubiquitin-GFP accumulation via proteasome inhibition | Potency, µM (series often up to 45.9 µM), inactives show at the highest dose activation (GFP accumulation), most hits filed as activators | Ubiquitin-GFP reporter cells, proteasome inhibition, GFP fluorescence; response scale: untreated = 0%, 10 µM MG-132 = 100% | 67,000 tested, under 10 active; active means well fitted activation curve with a large enough effect, not every such curve was filed as active; inconclusive means small, poorly fitted or top-dose-only effect, or another doubt; inactive means no such curve, though single readings can be large or run the other way; further: potency means the concentration at half of the fitted maximal effect
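U2OS cells expressing ubiquitin(G76V)-GFP, seeded overnight in 0.5% FBS medium, then treated 4 hr at 37 C across 46 uM to 2.9 nM. GFP-positive cells counted by laser cytometry (488 ex/515 em); %activity scaled between basal and 10 uM MG-132.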
Hsp90 Hop PPI = changes Hsp90-Hop TPR2A binding signal, up or down. AlphaScreen TPR2A-His6 binding biotin-Hsp90 C-terminal peptide. Potency, µM (series often up to 57 µM), inactives show top-dose activity change, negative = inhibition. actives 0.44% (n = 71,000). AID 595; active means well fitted curve in either direction with a large enough effect; inconclusive means small, poorly fitted or top-dose-only effect, or another doubt; further: potency means the concentration at half of the fitted maximal effect; on the % scale 0 is the no-effect control and ±100 the full control effect; many of its hits are not listed in these tables
15-hLO inh = blocks human 15-lipoxygenase activity | P16050 | purified 15hLO-1, xylenol orange hydroperoxide absorbance | Potency, µM (top dose mostly 57.1 µM), for inactives: top-dose activity change, negative = inhibition, actives largely listed as inhibitors | actives 1.4% (n = 74,000); further: potency means the concentration at half of the fitted maximal effect; on the % scale 0 is the no-effect control and ±100 the full control effect; nearly all actives have a fitted effect of over 55% in size
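Purified human 15hLO-1 (40 nM) in 25 mM Hepes pH 7.5, 0.01% Triton X-100, preincubated 15 min RT with compound, then 50 uM arachidonic acid for 6 min. Hydroperoxide read by ferrous/xylenol orange, 30 min; 573/405 nm absorbance ratio gave progress.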
DNA Pol III inh = inhibitors of bacterial DNA polymerase III holoenzyme. reconstituted DNA polymerase III holoenzyme replication, biochemical. actives 0.25% (n = 71,000). AID 603. Potency, µM (series often up to 57.1 µM), without a hit: at the top dose activity change, negative = inhibition; further: potency means the concentration at half of the fitted maximal effect; on the % scale 0 is the no-effect control and ±100 the full control effect
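Reconstituted *E. coli* holoenzyme (0.35 nM Pol III, 1 nM beta, 154 nM SSB, 2 nM primase) was preincubated with compound for 15 min at RT. Synthesis on 1.4 nM ssM13Gori ran 35 min, then was stopped with PicoGreen/EDTA and read as dsDNA fluorescence.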
4MU fluor = compounds fluorescent in 4-MU spectral region | compound autofluorescence, 340/450 nm, 4-MU equivalents; hits give high values | actives 11% (n = 59,000) | AID 589 | max dye-equivalent concentration, M; in the data active means max dye-equivalent concentration above about 10 nM; inconclusive means mostly about 1.1 nM to 9.6 nM
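Compounds in 100 mM Tris, pH 8.0, incubated 15 min at room temperature, then fluorescence read at 340 nm excitation/450 nm emission. Signal converted to 4-MU dye-equivalent concentration using an on-plate six-point 4-MU standard curve.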
HBB splicing = alters splicing of the hemoglobin beta chain; Potency, µM (titrated, usually from 46.1 µM), for the others: at the highest dose activation, actives largely listed as activators; HBB splicing reporter cell assay, activation; EGFP reporter with mutant IVS2-654 intron; response scale: normalised to 500 nM splice-correcting PNA; actives 0.06% (n = 65,000); AID 925; further: potency means the concentration at half of the fitted maximal effect; 0% is about no effect
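HeLa cells stably expressing EGFP interrupted by mutant beta-globin intron 2 (IVS2-654), 500/well in 2% FCS. Treated with compound for 2 days at 37C. Splicing correction scored as total well GFP intensity (488 nm excitation, 500-520 nm emission); 500 nM antisense PNA served as control.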
A350 fluor = compound fluoresces in the Alexa 350 spectral region | Compound autofluorescence, 340/450 nm, Alexa 350 dye-equivalents; hits give high values | max dye-equivalent concentration, M | actives 11% (n = 59,000) | AID 590; in the data active means max dye-equivalent concentration above about 10 nM; inconclusive means mostly about 1.1 nM to 9.6 nM
Epigenetic mod = derepresses silenced GFP locus in mouse C127i cells; mouse C127i GFP locus derepression, cytometry, 30 h; Potency, µM (top dose mostly 46.1 µM), for the others: top-dose GFP derepression (activation); actives 0.09% (n = 68,000); AID 597; further: % of control where 0% means no effect
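Locus derepression in mouse mammary C127i cells whose integrated CMV-GFP reporter is normally silent; GFP expression after 30 h compound treatment was quantified by counting fluorescent cells.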
BRCT PPI red = BRCT-phosphoprotein interaction inhibition (red fluorophore); P38398; BRCT-phosphopeptide binding, red fluorescence polarization; Potency, µM (series often up to 76.9 µM), for the others: at the highest dose activity change, negative = inhibition, actives largely listed as inhibitors; actives 0.03% (n = 75,000); further: on the % scale 0 is the no-effect control and ±100 the full control effect
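Rhodamine-labelled pBACH1 10-mer (100 nM) bound to BRCT domain (100 nM) at pH 7.3; compounds incubated 12 min room temperature, polarization read. Free peptide defines full inhibition; unlabelled decapeptide titrated as control.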
Active calls of the source: *; i = inactive; ? = inconclusive; . = no result given; [ ] = another dose, or the depositor's remark. Unless noted, the call rests on the fitted dose curve; in most records, active means well fitted curve in the direction sought with a large enough effect; inconclusive means small, poorly fitted or top-dose-only effect, or another doubt; inactive means no such curve, though single readings can be large; an effect the other way counts as inactive or inconclusive.

Results follow in this order: CRE-bla Fsk | BRCT inh green | Ub-GFP proteasome | Hsp90 Hop PPI | 15-hLO inh | DNA Pol III inh | 4MU fluor | HBB splicing | A350 fluor | Epigenetic mod | BRCT PPI red
> O=C(c1ccco1)N1C(=O)c2cccc3cccc1c23
→ ? | -2.2% | 1% | -1% | -8% | -6% | ? | 1.0% | ? | 0% | 1.0%
> CS(=O)(=O)Nc1cccc(-c2nc(Nc3ccc(F)cc3)c3ccccc3n2)c1
→ ? | 2.4% | -9% | ? | ? | 2% | i | 0.1% | i | -3%[9.22 µM] | 2.5%
> COc1ccc(OC)c(S(=O)(=O)n2cccn2)c1
→ 1% | -2.7% | 3% | -2% | -6% | 9% | i | -0.3%[57.5 µM] | i | 2% | -0.5%
> COCC(=O)N(Cc1cc2cc(OC)ccc2[nH]c1=O)c1ccc(C)cc1
→ ? | -1.1% | 6% | 1% | -4% | -5% | 3.5e-07M* | 2.4%[1.84 µM] | 1.7e-07M* | 0% | 0.8%
> COc1ccc(CCNC(=O)Cc2cc(=O)[nH]c(=O)[nH]2)cc1OC
→ ? | -0.3% | -2% | -4% | -19% | 7% | . | 0.3% | . | . | -0.8%
> CC1CC(N(C(=O)c2ccco2)c2ccccc2)c2ccccc2N1 (configuration not stated)
→ 5% | -1.4% | 1% | -9% | -24% | 7% | i | 0.2%[57.5 µM] | i | 3% | 0.8%
> Cc1cc(NS(=O)(=O)c2ccc(C3CCCCC3)cc2)no1
→ 24% | 1.1% | -3% | -1% | -4% | -2% | i | -0.9% | i | 4% | 0.6%
> COCCn1c(=O)c(-c2cccc(C#N)c2)nc2cnc(N(C)C)nc21
→ ? | -3.1% | 6% | 0% | 0% | 31% | 2.7e-08M* | 2.8% | 3.4e-08M* | 3%[9.22 µM] | -2.2%
> COc1cc(OC)cc(C(=O)NCc2n[nH]c(=S)n2-c2ccccc2)c1
→ -3% | 0.7% | 11% | 3% | -1% | -7% | i | 1.4% | i | 0% | -1.0%
> O=C(CN(Cc1ccccc1)C(=O)c1ccc2c(c1)OCCO2)NCc1ccc2c(c1)OCO2
→ -11% | -0.6% | 2% | -6% | -5% | 4% | i | . | i | 2% | 0.5%
> O=C(OCn1nnc2ccccc2c1=O)C1COc2ccccc2O1 (configuration not stated)
→ -2% | -0.7% | 2% | -5% | 0% | -4% | i | -1.1% | i | 0% | 0.8%
> N#CC1=C2SCN(Cc3ccco3)CN2C(=O)CC1c1cccc2ccccc12 (configuration not stated)
→ -7% | -4.7% | 2% | -4% | 7.9µM* | -1% | i | 7.1%[0.369 µM] | i | 7% | -0.5%
> Cc1nnc(NC(=O)c2ccccc2F)s1
→ -2% | -1.0% | 2% | 0% | 5% | 6% | i | 0.1%[57.5 µM] | i | 0% | 1.7%
> O=C(Nc1ccc2c(c1)OCO2)C1CCCN(S(=O)(=O)Cc2ccccc2)C1 (configuration not stated)
→ ? | -1.0% | -5% | -3% | 0% | 3% | i | 0.2%[57.5 µM] | i | 0% | -0.2%
> Cc1c(NC(=O)c2ccc(CN3CCc4ccccc4C3)cc2)c(=O)n(-c2ccccc2)n1C
→ -5% | -1.0% | 20% | -2% | 2% | -7% | . | -2.3% | . | -3% | 0.3%
> Cc1ccc(NC(=O)c2cccc(N(C)C)c2)cc1NC(=O)c1ccc(O)cc1
→ ? | -5.6% | 3% | -17% | ? | -6% | . | . | . | 0% | -1.3%
> OC1(c2cccc(C(F)(F)F)c2)CCN(c2ccc(-c3ccccc3)nn2)CC1
→ -2% | -5.8% | 2% | -1% | -9% | -2% | i | . | i | 2% | -1.8%
> CCCC(=O)NCCCc1nc2ccccc2n1C(C)C
→ -9% | -1.8% | 5% | -2% | -2% | -13% | . | -0.6% | . | . | 0.6%
> O=C(CN1CCOCC1)N1CCN(C(=O)CN2CCOCC2)CC1
→ 4% | -0.5% | -3% | -2% | ? | 1% | i | 1.3% | i | -1% | 1.0%
> C=CCn1c(COc2ccccc2)nnc1SCC(=O)Nc1ccc2c(c1)OCCO2
→ -13% | -4.3% | -4% | -4% | 4% | 2% | i | -1.4%[57.5 µM] | ? | -3% | 1.9%

The closing 4 records of the part before come first, to join the parts:
Results follow in this order: CRE-bla Fsk | BRCT inh green | Ub-GFP proteasome | Hsp90 Hop PPI | 15-hLO inh | DNA Pol III inh | 4MU fluor | HBB splicing | A350 fluor | Epigenetic mod | BRCT PPI red
> OC1(c2cccc(C(F)(F)F)c2)CCN(c2ccc(-c3ccccc3)nn2)CC1
→ -2% | -5.8% | 2% | -1% | -9% | -2% | i | . | i | 2% | -1.8%
> CCCC(=O)NCCCc1nc2ccccc2n1C(C)C
→ -9% | -1.8% | 5% | -2% | -2% | -13% | . | -0.6% | . | . | 0.6%
> O=C(CN1CCOCC1)N1CCN(C(=O)CN2CCOCC2)CC1
→ 4% | -0.5% | -3% | -2% | ? | 1% | i | 1.3% | i | -1% | 1.0%
> C=CCn1c(COc2ccccc2)nnc1SCC(=O)Nc1ccc2c(c1)OCCO2
→ -13% | -4.3% | -4% | -4% | 4% | 2% | i | -1.4%[57.5 µM] | ? | -3% | 1.9%
> Cc1cc(C(F)F)n2nc(C(=O)Nc3cc(C)on3)nc2n1
→ -2% | -1.3% | 1% | -6% | 3% | -2% | i | 1.9% | i | 4% | -2.1%
> CCc1oc2ccccc2c1C(=O)CCN1CCCCC1
→ -12% | 1.6% | -3% | -1% | ? | 1% | i | 0.2%[57.5 µM] | i | 3% | 0.8%
> CCCCCCCCC(=O)NCc1cc(OC)c(O)cc1I
→ ? | -3.8% | -4% | -12% | -25%[25.6 µM] | -4% | . | . | . | -1% | -1.7%
> COc1ccc(C(=O)Nc2nncs2)c(OC)c1
→ 19% | -0.8% | -1% | -6%[2.3 µM] | -1% | -10% | . | -0.2% | . | . | -0.2%
> Cc1noc(C)c1CSc1ncnc2sc3c(c12)CCC3
→ ? | -0.1% | 10% | -3% | 9% | -1% | i | 4.7% | i | -2% | -1.2%
> CCn1c(=O)cc(SCC(=O)N2CCN(C3CCCCC3)CC2)c2ccccc21
→ 5% | -0.4% | . | -4% | 2% | -2% | i | 0.0%[0.369 µM] | i | 0% | -0.2%
> CCn1c(=O)c2cc(C(=O)N3CCCC3)sc2c2ccccc21
→ 11% | 0.8% | -11% | -5%[2.3 µM] | -3% | -14% | . | -0.7% | . | . | -0.8%
> COc1ccc(NC(=O)CN2CCN(S(=O)(=O)c3ccc(C(C)C)cc3)CC2)cc1OC
→ -17% | -2.2% | 5% | -4% | 0% | 5% | i | -1.7% | ? | 0% | -2.3%
> CC(=O)CCc1c[nH]c2c(C(=O)O)cccc12
→ -1% | -2.2% | 3% | -3% | 6% | -1% | . | 0.2% | . | -2% | 0.4%
> CS(=O)(=O)c1ccc(Cl)c(C(=O)O)c1
→ -4% | -0.5% | 1% | -3% | -23% | -4% | i | 2.0% | i | 2% | 2.1%
> Cc1cnc(CNc2nc(-c3cccc(NS(C)(=O)=O)c3)nc3ccccc23)cn1
→ 13µM* | 1.7% | 4% | -6% | 17% | -9% | i | -0.7% | i | 5%[9.22 µM] | -0.9%
> Cn1c(=O)[nH]c(=O)c2c1nc(N1CCCCCC1)n2CCCSc1nc2ccccc2o1
→ ? | -4.2% | 4% | -7% | -28% | -1% | i | 0.3% | i | 2% | -0.9%
> NC(=O)C1CCCN(C(=O)Nc2cccc3ccccc23)C1 (configuration not stated)
→ -2% | -1.9% | -2% | -3% | -4% | -1% | 3.2e-08M* | 1.9% | 3.5e-08M* | 0% | -0.2%
> O=C(O)c1cc2c(cc1S(=O)(=O)O)[C@H]1[C@@H]([C@H]3[C@H]2[C@@]2(Cl)C(Cl)=C(Cl)[C@]3(Cl)C2(Cl)Cl)[C@]2(Cl)C(Cl)=C(Cl)[C@@]1(Cl)C2(Cl)Cl
→ -1%[7.6 µM] | -5.0%[15.4 µM] | -4%[9.17 µM] | -3%[11 µM] | 5µM* | -2%[11.4 µM] | i | -1.6%[9.22 µM] | i | -2%[9.22 µM] | -6.0%[15.4 µM]
> COc1ccc(C2C3=C(CCCC3=O)Nc3nc(SCc4ccc(C(=O)O)cc4)nn32)cc1OC (configuration not stated)
→ -10% | 1.5% | 11% | -7% | ? | -18% | . | -0.6% | . | . | 2.3%
> O=S(=O)(Nc1nc2ccccc2nc1NCC1CCCO1)c1cccs1 (configuration not stated)
→ 22% | -2.0% | 5% | 0% | 2% | 1% | 4.4e-08M* | 4.6%[57.5 µM] | 5.8e-08M* | 4% | 0.8%
